# TNAP act hi DEA = activators of human TNAP at high phosphate acceptor concentration; 200,000 tested, under 10 active; P05186; activation factor at 20 µM; purified TNAP, CDP-star luminescence, 1 M DEA, 30 min; hits give high values; 0 = EDTA background, 1 = DMSO-only activity;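 active means activation factor at least 2 at 20 µM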
# Target sequence (P05186 whole entry, looked up): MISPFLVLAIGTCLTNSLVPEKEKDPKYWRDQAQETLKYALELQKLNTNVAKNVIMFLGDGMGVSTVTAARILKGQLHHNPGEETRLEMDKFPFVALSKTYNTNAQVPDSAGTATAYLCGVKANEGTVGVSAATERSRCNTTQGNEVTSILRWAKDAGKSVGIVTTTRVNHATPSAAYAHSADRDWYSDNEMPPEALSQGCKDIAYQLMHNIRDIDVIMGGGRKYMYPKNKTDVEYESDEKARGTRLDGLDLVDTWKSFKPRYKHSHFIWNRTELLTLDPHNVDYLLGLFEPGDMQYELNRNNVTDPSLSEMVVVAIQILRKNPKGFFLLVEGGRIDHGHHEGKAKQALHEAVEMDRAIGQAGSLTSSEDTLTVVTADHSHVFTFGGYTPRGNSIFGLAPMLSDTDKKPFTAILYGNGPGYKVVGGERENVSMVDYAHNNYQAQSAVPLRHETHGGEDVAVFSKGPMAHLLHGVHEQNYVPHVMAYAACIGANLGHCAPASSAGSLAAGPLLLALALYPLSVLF
#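 Control set: EDTA negative control, DMSO positive control / Assay system: human TNAP / Quantity: TNAP 1/800 final / Evaluation: TNAP activation factor scaled between EDTA and DMSO control wells / Measured by: luminescent substrate turnover signal / Compound dosing: one dose, 20 µM / Times: 30 min enzyme reaction at room temperature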
# TNAP inh hiacc = blocks human TNAP under high phosphate acceptor concentration; P05186; purified TNAP, CDP-star luminescence, 1 M DEA; inhibition, % at 20 µM; actives 0.03% (n = 200,000); AID 1135;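 active means over 50% inhibition of tissue-nonspecific alkaline phosphatase at 20 µM in the single-dose screen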;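 further: plate controls were DMSO wells for no effect and EDTA-quenched wells as full inhibition for full effect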
# FLuc stim CS = affects firefly luciferase, flagging false hits in luciferase stimulation screens | P08659 | activation factor at 10 µM | ATPlite luciferase biochemical, luminescence, 10 min; 0 = ATP-free wells, 1 = DMSO control | AID 1027 | 200,000 tested, under 10 active;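 active means luciferase activation factor, scaled between plate controls, of at least 2 with compound at 10 µM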
# Target sequence (P08659 whole entry, looked up): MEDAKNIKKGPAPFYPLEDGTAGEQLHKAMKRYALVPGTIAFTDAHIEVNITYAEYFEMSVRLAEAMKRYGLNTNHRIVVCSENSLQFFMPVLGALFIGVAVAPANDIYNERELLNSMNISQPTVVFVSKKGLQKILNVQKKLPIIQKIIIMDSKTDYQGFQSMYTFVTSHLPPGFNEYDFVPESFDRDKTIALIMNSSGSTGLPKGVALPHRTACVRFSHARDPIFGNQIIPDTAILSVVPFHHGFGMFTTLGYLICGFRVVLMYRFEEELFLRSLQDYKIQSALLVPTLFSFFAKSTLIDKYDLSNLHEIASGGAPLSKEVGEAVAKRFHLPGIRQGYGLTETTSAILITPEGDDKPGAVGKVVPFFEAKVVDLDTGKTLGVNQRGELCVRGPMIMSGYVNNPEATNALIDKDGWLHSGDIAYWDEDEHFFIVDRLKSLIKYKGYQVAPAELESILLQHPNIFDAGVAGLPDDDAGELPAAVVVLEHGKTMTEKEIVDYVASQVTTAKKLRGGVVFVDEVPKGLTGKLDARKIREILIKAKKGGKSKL
#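 Material: Luciferase/luciferin reagent mix | Doses: Test compounds dosed from 2 mM stocks in 100% DMSO | Timing: 10 min incubation after luciferase reagent addition, room temperature | Measured by: Luminescence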
# bIAP inh = intestinal alkaline phosphatase (bovine) inhibition | purified bovine IAP, CDP-star luminescence, 30 min | inhibition, % at 20 µM | 190,000 tested, under 10 active;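 active means over 50% inhibition of intestinal alkaline phosphatase at 20 µM in the single-dose screen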
#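 Assay system: bovine IAP enzyme; medium: DEA buffer 100 mM, pH 9.8, with MgCl2 1.0 mM, ZnCl2 0.02 mM; doses: 20 µM single dose; incubation: enzyme reaction for 30 min at room temperature; detection: CDP-star luminescence signal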
# APP 5UTR inh = APP translation inhibition; actives 0.82% (n = 190,000); inhibition, % at 2 µM; SH-SY5Y APP 5'UTR-luciferase reporter, luminescence;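 active means inhibition above a set limit, derived from the sample mean plus 3 SD, cut at about 45% in these data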; further: values of inactives mirror those of a sister screen read the other way
# TNAP inh no acc = inhibitors of human TNAP without phosphate acceptor | purified TNAP, CDP-star luminescence, 30 min | inhibition, % at 20 µM | P05186 | actives 0.26% (n = 200,000);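 active means tissue-nonspecific alkaline phosphatase inhibition above about 50% at 20 µM in the single-dose screen, limit read from the data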;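 further: 0% = DMSO negative control and 100% = EDTA positive control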
# bIAP act = increases bovine intestinal alkaline phosphatase activity | AID 1016 | actives 0.17% (n = 200,000) | activation factor at 20 µM | purified bovine IAP, CDP-star luminescence, 30 min; hits give high values; fold of DMSO-control signal, blank-subtracted;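 active means activation factor of 2 or more at 20 µM, a signal rise over negative controls twice the positive control's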
# FLuc inhib CS = counter-screen for luciferase assay inhibitors: firefly luciferase inhibition. P08659. ATPLite firefly luciferase biochemical luminescence, 10 min. inhibition, % at 10 µM. actives 1.5% (n = 200,000). AID 1006;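 active means inhibition above about 50% when tested at 10 µM, limit read from the data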
# RAM inhibit = yeast RAM network inhibition | S. cerevisiae dse1pr::URA3 reporter, 5-FOA growth OD615, 2 d; analog-sensitive cbk1-as2 kinase mutant strain | AID 868 | actives 1.8% (n = 190,000) | inhibition, % at 50 µM;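 active means inhibition above a set limit, 3 SD over mean compound inhibition, cut at about 8.4% in these data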;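 further: 0% = DMSO-only wells with no growth and 100% = 10 µM 1-NA-PP1 full growth; inhibition rescues growth on 5-FOA so higher OD means more RAM inhibition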
# L major viab = inhibitors of Leishmania major promastigote growth; Leishmania major promastigotes, resazurin fluorescence viability; inhibition, % at 10 µM; actives 9% (n = 200,000); AID 1063; in the data active means inhibition above about 50%;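 further: promastigotes grown with compound for 44 hours at 28 °C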
# The depositor's hits bear a star; . = not tested or not shown.
No.	SMILES	TNAP act hi DEA	TNAP inh hiacc	FLuc stim CS	bIAP inh	APP 5UTR inh
1	CCCn1c(CNc2ccc(Br)cc2)nc2ccccc21	1.1	-9	0.9	-37	-8
2	CCCNC(=O)Cn1cnc2sc(C(=O)Nc3ccc4c(c3)OCO4)c(C)c2c1=O	1	-1	1.1	-6	-2
3	COc1ccc(C(=O)Nc2ccc(S(=O)(=O)Nc3cc(C)nc(C)n3)cc2)cc1OC	1.1	-9	1	1	4
4	COc1ccc(CCNC(=O)CSc2nnc(CNC(=O)c3cccs3)o2)cc1OC	1.1	-6	1.1	12	-5
5	O=C(Nc1ccc(OC(=O)c2ccccc2)c(-c2nc3ccccc3s2)c1)c1ccccc1	1	1	1	-4	6
6	CCC(=O)Nc1cc(C(C)(C)C)ccc1C(C)=O	1	0	1	-6	-15
7	O=C(O)CCCCCNS(=O)(=O)c1ccc(Cl)cc1	1	-2	1.1	2	3
8	COc1cc(/C=C2/CCc3ccccc3C2=O)cc(OC)c1OC	1	-2	1	14	-27
9	Cc1sc(NC(=O)CSc2nnnn2C2CCCC2)c(C#N)c1C	1	-5	1.1	8	1
10	Cc1ccc(-n2c(CSc3nc(C)cc(C)n3)nnc2SCC(=O)N2CCCC2)cc1	1.1	-10	1.1	0	-5
11	CC(=O)Nc1ccc(NC(=O)Nc2ccc(C)cc2C)cc1	1.1	-8	1	2	-13
12	O=S1CC/C(=N\O)c2ccccc21 (stereo not given)	1	-4	1.1	6	-1
13	CC1Cc2ccccc2N1C(=O)CSc1nnnn1Cc1ccccc1 (stereo not given)	1	-2	1	12	4
14	CCOc1ccc(Oc2cc(C)nc(SC)n2)nn1	1	-2	1	-29	-12
15	CC1=C(C(=O)c2ccccc2)C(c2cn(-c3ccccc3)nc2-c2ccc(Cl)cc2)NC(=S)N1 (stereo not given)	1.1	-6	1.1	7	-28

No.	TNAP inh no acc	bIAP act	FLuc inhib CS	RAM inhibit	L major viab
1	-15	1.4	7	3.7	97*
2	0	1.1	-7	5.5	-7
3	-4	1	-1	7.3	-7
4	-17	0.9	-7	1.4	0
5	-7	1	-2	3.5	-8
6	-4	1.1	-3	0.0	-3
7	-13	1	-7	2.4	-2
8	-6	0.9	0	-0.9	55*
9	-12	0.9	-7	0.6	2
10	-16	1	-10	1.4	-5
11	-10	1	-4	2.2	-6
12	-12	0.9	-8	1.6	-6
13	-11	0.9	-2	8.7*	-4
14	-8	1.3	-3	1.0	-7
15	6	0.9	-9	6.0	100*

# Full records from above. Values in the order: TNAP act hi DEA | TNAP inh hiacc | FLuc stim CS | bIAP inh | APP 5UTR inh | TNAP inh no acc | bIAP act | FLuc inhib CS | RAM inhibit | L major viab
# O=S1CC/C(=N\O)c2ccccc21 (stereo not given) is entered as 1 | -4 | 1.1 | 6 | -1 | -12 | 0.9 | -8 | 1.6 | -6
# CCC(=O)Nc1cc(C(C)(C)C)ccc1C(C)=O is entered as 1 | 0 | 1 | -6 | -15 | -4 | 1.1 | -3 | 0.0 | -3

# Remaining list, next part:
No.	SMILES	TNAP act hi DEA	TNAP inh hiacc	FLuc stim CS	bIAP inh	APP 5UTR inh
16	CC1CC(C)CN(C(=O)CCCn2c(=S)[nH]c3ccccc3c2=O)C1 (stereo not given)	1	-4	1	-3	4
17	COCC(C)n1c(C)cc(C(=O)COC(=O)c2nc3nc(C)cc(C)n3n2)c1C (stereo not given)	1.1	-6	1.1	-2	9
18	CC(=O)Nc1cccc(NS(=O)(=O)Cc2ccc(Cl)cc2)c1	1	0	0.9	-1	-5
19	CCOC(=O)c1cc(NC(=O)Nc2ccc(OC)c(OC)c2)c(C)nc1C	1.1	-7	1	2	4
20	NC(=O)c1cc([N+](=O)[O-])ccc1NCCN1C(=O)c2ccc(C(=O)O)cc2C1=O	1	0	1	-14	-9
21	CC(C)CNC(=S)NNC(=O)c1csc2c1CCC(C)C2 (stereo not given)	1.1	-7	1.1	17	10
22	COC(=O)c1ccccc1NC(=O)c1noc2c1CCCC2	1	-3	0.9	24	4
23	CCn1c(C2CC(=O)N(c3cc(C)cc(C)c3)C2)nc2ccccc21 (stereo not given)	1	-3	1	-1	17
24	CCCc1nnc(NC(=O)CSc2nc3ccccc3[nH]2)s1	1	-2	1	-88	-24
25	CNCc1ccccc1Sc1cc(O)ccc1O	0.9	9	1.1	9	-4
26	Cc1cc(Cl)c(S(=O)(=O)NC(C(=O)O)c2ccccc2)cc1OCC(N)=O (stereo not given)	1	-4	1	20	-2
27	O=C(N/N=C/c1coc2ccccc2c1=O)c1cn(-c2ccccc2)nc1-c1ccccc1	1	0	1	-2	-18
28	Cc1ccnc(N2C(=O)C3C4CC(C(Br)C4Br)C3C2=O)c1 (stereo not given)	1	-2	1.1	6	-4
29	Cc1ccc(CNC(=O)NCc2ccccc2)cc1	1	-5	0.9	-15	-15
30	O=C(NCCCc1ccccc1)N1CCOCC1	1.1	-6	1.1	7	-18

No.	TNAP inh no acc	bIAP act	FLuc inhib CS	RAM inhibit	L major viab
16	-4	1	1	1.8	10
17	-10	1	-6	-0.1	2
18	-4	1	5	0.2	-6
19	-12	1	-4	0.8	1
20	-3	1.1	3	2.8	-3
21	-2	0.8	-8	3.8	-4
22	-10	0.8	8	4.3	30
23	-8	1	-2	2.3	-3
24	-74	1.9	1	0.1	-5
25	30	0.9	-7	1.3	0
26	-9	0.8	-5	0.8	-3
27	13	1	2	3.3	-3
28	-10	0.9	-8	0.7	-2
29	-3	1.1	15	2.5	-9
30	-12	0.9	-9	-1.0	-2

# Additional compounds:
No.	SMILES	TNAP act hi DEA	TNAP inh hiacc	FLuc stim CS	bIAP inh	APP 5UTR inh
31	CCOC(=O)c1ccc(N2C(=O)CC(SCC(N)C(=O)OCC)C2=O)cc1 (stereo not given)	1.1	-6	1	-3	-10
32	O=c1oc(-c2ccc(Br)o2)nc2ccccc12	1	-4	1	12	-20
33	CC(=O)Nc1ccc(Nc2ncnc3c2cnn3-c2cccc(C)c2)cc1	1	1	1	7	-32
34	CCOC(=O)Cn1nc(C)n(-c2ccc(Cl)cc2)c1=O	1.1	-5	1.1	-5	-15
35	N#C/C(=C\c1cccc(Oc2ccccc2)c1)C(=O)N1CCOCC1	1.1	-8	1	4	-23
36	O=C(CN1CCN(c2ccccc2O)CC1)Nc1cccnc1Cl	1	-4	1	-1	6
37	Cc1ccc(OCCOCCn2cnc3ccccc3c2=O)cc1C	1.1	-6	1	-10	9
38	COC(=O)c1cn(NC(=O)Cc2cccc(OC)c2)c(=O)c2ccccc12	1	-1	1.1	0	-23
39	Cc1[nH]nc(N=CC2=C(O)CC(C)(C)CC2=O)c1-c1ccccc1	1	-4	1	11	-27
40	COc1ccc(NC(=O)C(Sc2ccccc2)c2ccccc2)c(OC)c1 (stereo not given)	1	-3	1	-29	-27
41	Cc1cc(C)c(S(=O)(=O)NCc2cn3c(C)csc3n2)cc1C	1.1	-8	1	14	9
42	O=C(CC1COc2ccccc2O1)NCc1ccccc1 (stereo not given)	1	-2	1.1	9	-2
43	CC1(C)CC(=O)C2=C(C1)N(Cc1ccccc1)C(=O)C2(NC(=O)C(C)(C)C)C(F)(F)F (stereo not given)	1.1	-5	1.1	1	-5
44	O=C(NN1S(=O)(=O)c2ccccc2S1(=O)=O)c1ccc(Br)cc1	0.9	6	0.9	-17	-26
45	CCOC(=O)C1=NN(C(=O)c2ccco2)C2(CC2)C1	1.1	-7	1	10	-8

No.	TNAP inh no acc	bIAP act	FLuc inhib CS	RAM inhibit	L major viab
31	-8	1	-2	0.2	-5
32	-10	0.9	3	1.8	-1
33	-9	0.9	2	4.0	75*
34	-10	1	-6	0.0	-8
35	-12	1	-3	-1.5	0
36	-10	1	3	1.7	-7
37	-10	1.1	-3	2.2	3
38	-10	1	-5	2.5	-5
39	-69	0.9	-1	3.5	-2
40	-5	1.3	-2	1.8	2
41	-1	0.9	-3	-0.5	4
42	-11	0.9	-8	0.6	0
43	-4	1	-10	2.0	-5
44	5	1.2	8	-0.6	-6
45	-8	0.9	-1	2.2	-5

# 4 entries picked at random from those above:
No.	SMILES	TNAP act hi DEA	TNAP inh hiacc	FLuc stim CS	bIAP inh	APP 5UTR inh
24	CCCc1nnc(NC(=O)CSc2nc3ccccc3[nH]2)s1	1	-2	1	-88	-24
42	O=C(CC1COc2ccccc2O1)NCc1ccccc1 (stereo not given)	1	-2	1.1	9	-2
16	CC1CC(C)CN(C(=O)CCCn2c(=S)[nH]c3ccccc3c2=O)C1 (stereo not given)	1	-4	1	-3	4
29	Cc1ccc(CNC(=O)NCc2ccccc2)cc1	1	-5	0.9	-15	-15

No.	TNAP inh no acc	bIAP act	FLuc inhib CS	RAM inhibit	L major viab
24	-74	1.9	1	0.1	-5
42	-11	0.9	-8	0.6	0
16	-4	1	1	1.8	10
29	-3	1.1	15	2.5	-9

# New compounds follow:
No.	SMILES	TNAP act hi DEA	TNAP inh hiacc	FLuc stim CS	bIAP inh	APP 5UTR inh
46	Cc1ccc(NC(=O)C(C)NS(=O)(=O)c2ccc(F)cc2)cc1C (stereo not given)	1	2	1.1	-2	-10
47	CCN1CCCc2cc(CN(CCN3CCOCC3)C(=S)Nc3cccc(OC)c3)ccc21	1	0	1.1	-3	1
48	CC1CCC(C(=O)NC(C(=O)NCc2cccnc2)C(C)C)CC1 (stereo not given)	1	1	1	0	12
49	COC(=O)C/C(O)=C(/N=Nc1cccc(C(F)(F)F)c1)C(=O)OC	1	-3	1	6	13
50	CCOC(=O)c1nn(-c2ccc(Br)cc2)cc1C(=O)c1cccc2ccccc12	1	-3	1	8	-7
51	COCCn1c(C)cc(C(=O)CSc2nc3ccccc3o2)c1C	1	-4	0.8	3	-177
52	Fc1cccc(NC(=S)Nc2ccc(Br)cc2)c1	1	-1	1	21	7
53	Cc1ccnc(SCC(=O)Nc2sc3c(c2C#N)CCCC3)n1	0.9	11	1	8	-1
54	Cn1c(SCC(=O)C(C)(C)C)nnc1-c1ccc(F)cc1	1	-5	1.1	-12	-30
55	C=CCn1c(COc2cccc(C)c2C)nnc1SCC(=O)N1CCN(c2ccccc2)CC1	1	-1	1.1	.	10
56	CNC(=O)COC(=O)[C@@H](Nc1ccc(S(=O)(=O)N2CCOCC2)cc1[N+](=O)[O-])C(C)C	0.9	9	1.1	-3	15
57	COCCSc1nnc(NC(=O)COC)s1	1	4	1	9	-6

No.	TNAP inh no acc	bIAP act	FLuc inhib CS	RAM inhibit	L major viab
46	-5	1	-7	4.3	1
47	1	1	-6	1.4	21
48	-7	1	2	1.1	-5
49	1	0.9	0	3.1	15
50	-10	0.9	-1	1.8	36
51	-14	1	18	4.8	0
52	1	0.8	0	-0.3	17
53	0	0.9	-3	7.4	7
54	-10	1.1	-8	1.2	1
55	-7	0.5	-6	2.1	12
56	-5	1	-5	0.7	55*
57	-6	0.9	-3	3.1	-9

# Screening results (PubChem)
